Assay outcomes deposited in PubChem by National Center for Advancing Translational Sciences (NCATS).
ERK EGF inh: inhibitors of EGF-stimulated ERK signaling pathway | 0.41% of 130,000 active | HEK293-V1b, EGF-stimulated phospho-ERK AlphaScreen | Potency, µM (top dose mostly 11.5 µM), for the others: at the top dose activity change, negative = inhibition, most hits filed as inhibitors | AID 1454; active means well fitted inhibition curve with a large enough effect; inconclusive means small, poorly fitted or top-dose-only effect, or effect the other way;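 further: plate controls were stimulated vehicle wells for no effect and unstimulated vehicle basal for full effect; nearly all actives have a fitted effect of over 55% in size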
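Stably V1b-transfected HEK293 cells; 30 min compound, then EGF 25 nM final for 5 min at 37C; 10 min lysis; phospho-ERK by AlphaScreen after 5 hr beads at room temperature.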
* marks the source's active call; other numbers are inactive results; ? = inconclusive; & = joins results of further samples; [ ] = another dose, or the depositor's remark. Potency means the concentration at half of the fitted maximal effect. These rows are one share of the data, so the mix of outcomes need not match the whole.

Start of the data: the first 6 compounds as a preview:
ERK EGF inh,SMILES
?,Cc1ccc(NC(=O)CN(C)Cc2nc3c(Br)cc(Br)cc3c(=O)[nH]2)cc1
-2.4%[57.5 µM],O=C(N/N=C/c1sc(N2CCOCC2)nc1-c1ccccc1)c1ccccc1F
-1.5%,CN1C(=O)C(Cl)(Cl)C(=O)c2ccccc21
4.1%,Oc1ccc2ccccc2c1Br
-12.5%,CCCCCN1CSC(=S)N(Cc2ccccc2)C1
-4.4%,Cc1[nH]c2ccccc2c1Cc1n[nH]c(=S)n1C

This part in full, previewed entries included:
ERK EGF inh,SMILES
?,Cc1ccc(NC(=O)CN(C)Cc2nc3c(Br)cc(Br)cc3c(=O)[nH]2)cc1
-2.4%[57.5 µM],O=C(N/N=C/c1sc(N2CCOCC2)nc1-c1ccccc1)c1ccccc1F
-1.5%,CN1C(=O)C(Cl)(Cl)C(=O)c2ccccc21
4.1%,Oc1ccc2ccccc2c1Br
-12.5%,CCCCCN1CSC(=S)N(Cc2ccccc2)C1
-4.4%,Cc1[nH]c2ccccc2c1Cc1n[nH]c(=S)n1C
4.6%,CCOc1ccc(N(CC(=O)Nc2ccc(C)c(C)c2)S(=O)(=O)c2c(C)noc2C)cc1
5.7%,O=C(NCc1ccccc1Cl)c1ccc(-c2ccccc2)cc1
-3.0%,CCNC(=S)Nc1scc(-c2ccccc2)c1C(=O)OCC
-1.9%,Cc1cc(C)n2c(SCC(=O)NC3CCCCC3C)nnc2n1 (stereo not given)
-5.6%,O=C1CN(C(=S)Nc2ccc(OC(F)F)cc2)CCN1
-3.5%,C(=N\Nc1nc2ccccc2[nH]1)/c1ccncc1
-7.4%,Cc1ccccc1NCC(=O)N/N=C/c1c[nH]c2ccccc12
0.7%,NC(=O)CN1CCN(S(=O)(=O)c2ccc(Cl)cc2)CC1
-6.7%,CCOC(=O)c1c(C)n(C)c2cc(Br)c(OC)cc12
8.3%,Cc1nn(CC(=O)N2N=C(C(F)F)CC2(O)C(F)F)c(C)c1[N+](=O)[O-] (stereo not given)
1.2%[57.5 µM],NC(=O)c1cnn2c(-c3cccc(C(F)(F)F)c3)ccnc12
11.5%,Cc1cc(C(=O)COc2ccccc2[N+](=O)[O-])c(C)n1-c1cccc(S(=O)(=O)N2CCOCC2)c1
-7.4%,CC(=O)N1CC[n+]2c(-c3ccc(Cl)cc3Cl)csc21
-5.4%[57.5 µM],O=c1[nH]cc(N2CCCCCC2)c(=O)[nH]1
-6.3%,O=C(CN1CCCC1)NCC(=O)Nc1ccc(F)cc1
-18.7%[57.5 µM],CCO[C@H]1OC(C(=O)N2CCOCC2)=C[C@@H](C2CC2)[C@@H]1CCCO
2.2%,CCOc1ccc(NC(=O)COC(=O)c2c(OC)cccc2OC)cc1
9.2%,Cc1cccc(N(CC(N)=O)C2SC(=O)NC2=O)c1 (stereo not given)
-11.1%,CCOC(=O)c1c(C)[nH]c(C)c1C(=O)COC(=O)c1ccc(OC)cc1
3.1%,Cc1coc2cc3oc(=O)cc(C)c3cc12
4.9%,Cc1ccccc1OCCC(=O)Nc1ccc(F)c(Cl)c1
?,CCn1c(O)c(N=NC(=O)Cc2csc(N3CCOCC3)n2)c2ccccc21
1.7%,CN(CC(=O)Nc1ccc(F)c(Cl)c1)S(=O)(=O)c1cccc2nsnc12
-2.7%,CC(C)CNC(=O)c1cccc(NC(=O)CCc2ccccc2)c1
-6.6%,CC(C)(C)C1(O)CC(C(F)(F)F)=NN1C(=O)Cc1ccc([N+](=O)[O-])cc1 (stereo not given)
-11.1%[57.5 µM],CCCCC(=O)Nc1cccc(NC(=O)c2cccnc2Cl)c1
-1.7%,Cc1ccc2[nH]c3c(c2c1)CCCC3C(N)=O (stereo not given)
5.0%,COC(=O)C1CCN(Cc2cn(-c3ccccc3)nc2-c2ccc3c(c2)OCO3)CC1
-5.5%,CC(C)(C)c1ccc(Cn2c(=N)n(CC(O)c3ccco3)c3ccccc32)cc1 (stereo not given)
10.0%,COc1ccc(C2N3CC4(C)CN2CC(C)(C3)C4O)cc1 (stereo not given)
1.3%,COP(=O)(OC)OC(c1ccc(Cl)cc1)P(=O)(OC)OC (stereo not given)
2.2%,Cc1noc(NS(=O)(=O)c2ccc(N/C=C/C(=O)c3ccc(F)cc3)cc2)c1C
5.4%,COc1ccc2c(c1)CCc1c(C(=O)N(C)c3ccccc3)noc1-2
6.7%[57.5 µM],CCCCOC(=O)CCc1c(C)n[nH]c1C

Reprinted at random: three entries already listed, in no set order.
ERK EGF inh,SMILES
6.7%[57.5 µM],CCCCOC(=O)CCc1c(C)n[nH]c1C
2.2%,Cc1noc(NS(=O)(=O)c2ccc(N/C=C/C(=O)c3ccc(F)cc3)cc2)c1C
5.0%,COC(=O)C1CCN(Cc2cn(-c3ccccc3)nc2-c2ccc3c(c2)OCO3)CC1

(listing goes on)
ERK EGF inh,SMILES
3.8%,Cc1ccc(NC(=O)CN2C(=O)/C(=C3\SC(=S)N(C4CCS(=O)(=O)C4)C3=O)c3ccccc32)cc1 (stereo not given)
5.1%,Cc1ccc(C2(C)NC(=O)N(CC(=O)c3ccc(Cl)s3)C2=O)cc1 (stereo not given)
?,COc1ccc(CCNC(=O)c2ccc(CS(=O)(=O)c3ccc(Br)cc3)o2)cc1OC
-2.5%,CN(C)c1ccc(/C=N\NC(=S)SCN2C(=O)C3CCC(C)(C2=O)C3(C)C)cc1 (stereo not given)
-12.2%[57.5 µM],Cc1ccccc1C(=O)Nc1ccc(O)c2c(=O)cc(-c3ccccc3Cl)oc12
-11.0%,CC(=O)OC1C2CCC1C([N+]1(C)CCCCC1)CC2 (stereo not given)
-5.3%,Cc1cc(OCC(=O)NCc2ccncc2)ccc1Cl
4.8%,CCCn1cnc2c(cnn2-c2ccc(F)cc2)c1=O
-7.0%,CCCCCCCCCCCCCCCCOCC(CO)OC (stereo not given)
-1.0%[57.5 µM],NNC(=O)c1cncc(Br)c1
1.2%,COCCn1c(=O)c(-c2cc(F)cc(F)c2)nc2cnc(Oc3ccccc3)nc21
-7.1%[57.5 µM],O=C(O)c1ccc(N2C(=O)/C(=C\c3ccccc3)N=C2c2ccccc2)cc1
0.2%,COc1ccc(/C=N/NC(=O)c2ccc(O)cc2)cc1CN1CCCc2ccccc21
-2.7%,COc1ccc(F)c(-c2nc(CN3CCC(c4ccccc4)CC3)c(C)o2)c1
0.9%,CCC(=O)N1CCN(c2ccc(Cl)cc2NC(=O)c2cccc([N+](=O)[O-])c2)CC1
3.9%,COc1ccc(N2CCN(c3nc4ccccn4c(=O)c3C=O)CC2)cc1
?,COc1ccc(NS(=O)(=O)c2cc(NC(=O)c3ccc(C)s3)ccc2N2CCOCC2)cc1
2.4%,O=C(Nc1cccnc1)c1ccc(-c2ccccc2)cc1
-1.2%,O=C1OCC2=C1C(c1ccccc1)CC(=O)N2c1cccc(F)c1 (stereo not given)
-2.1%&-2.4%,COc1ccc2c(c1)O[C@@H](c1cccc(C(F)(F)F)c1)[C@H](OC(=O)Nc1ccc(OC(F)F)cc1)C2=O
0.4%,CCN1CCN(CCC(=O)Nc2ccc(Br)cc2)CC1
0.3%,CCCn1c(N)c(NCCN2CCOCC2)c(=O)n(CC(=O)NCc2ccccc2)c1=O
-1.2%,O=C(CSc1nn(-c2ccc(F)cc2)c(=S)s1)NC1CCS(=O)(=O)C1 (stereo not given)
0.3%[25.7 µM],C#C[C@]1(O)CC[C@@H]2[C@H]3CCC4=CCCC[C@@H]4[C@@H]3CC[C@@]21C
2.9%,Cc1[nH]n(C(N)=S)c(=O)c1N=Nc1cc(-c2ccc(Br)cc2)[nH]n1
1.6%,COc1ccccc1C(=O)NNC(=O)c1cccc([N+](=O)[O-])c1
1.4%,O=C(CSc1nc(O)c(-c2ccccc2)c(=O)[nH]1)N1CCOCC1
-44.0%,Nc1ccc(S(=O)(=O)Nc2ccccn2)cc1
-0.9%,FC(F)Oc1ccc(NC(=S)NCC2COc3ccccc3O2)cc1 (stereo not given)
15.1%,Cc1ccc(CSC(Nc2ccc(F)cc2)=C(C#N)C#N)cc1
5.4%,O=C(C(=O)N1CC=C(c2ccccc2)CC1)c1c[nH]c2ccccc12
2.6%,O=C(COc1cc(Cl)c(Cl)cc1Cl)NC(=O)Nc1ccc2c(c1)OCCO2

Another view of part of the listing above.
| structure | ERK EGF inh |
| --- | --- |
| Nc1ccc(S(=O)(=O)Nc2ccccn2)cc1 | -44.0% |
| FC(F)Oc1ccc(NC(=S)NCC2COc3ccccc3O2)cc1 (stereo not given) | -0.9% |

Remaining list, next part.
ERK EGF inh,SMILES
-2.0%[57.5 µM],CN(c1ccccc1)S(=O)(=O)c1cccc(C(=O)Nc2nn[nH]n2)c1
-9.7%,O=c1c2ccccc2nc(-c2ccc(F)cc2)n1NCc1ccccc1O
15.3%,CC1CCCCC1NC(=O)COC(=O)c1ccc2ccccc2n1 (stereo not given)
-4.2%,CCCc1nc2ccccc2c(=O)n1-c1ccc(C(=O)OCC)cc1
-2.9%[57.5 µM],CCN1CCN(c2nc(Nc3ccc(OC)cc3)nc(N)c2[N+](=O)[O-])CC1
-0.2%,O=C(NCc1cccnc1)C1CCC(CNS(=O)(=O)c2ccc(Cl)cc2)CC1 (stereo not given)
?,Cc1csc(NC(=O)c2cc(-c3ccncc3)nc3ccccc23)n1
-2.7%,CN1CCN(c2ncc3nc(-c4ccc(Cl)cc4)c(=O)n(CCC#N)c3n2)CC1
-0.6%,COc1ccc(Br)cc1S(=O)(=O)N1CC(C)OC(C)C1 (stereo not given)
-0.1%,COc1ccc(/C=C/c2nc3cc(-c4ccccc4)ccc3o2)cc1O
18.8%,Cc1ccc2nc(-c3ccc(NC(=O)CCN4C(=O)c5ccccc5C4=O)cc3)sc2c1
9.9%,CCOC(=O)C1=C(c2ccccc2)NC(=S)NC1c1ccc(Cl)c([N+](=O)[O-])c1 (stereo not given)
2.6%,CCCCc1nc(N)c(C#N)c(-c2ccco2)c1CCC
1.2%,CC(C)Cc1csc(NC(=O)c2ccccc2Cl)c1C(=O)O
2.9%,COc1ccc(S(=O)(=O)N2CCCCC2)cc1NC(=O)CN(C)C1CCCCC1
3.2%,Cc1cc(C(=O)CSc2ncccn2)c(C)n1-c1cccc(F)c1
2.4%,CC1=[N+]([O-])C(C)(C)C(c2ccc(Br)cc2)=[N+]1[O-]
7.4%,NC1=NC(=O)/C(=C/c2cn(CCC(=O)O)nc2-c2ccc(F)cc2)S1
6.1%,CC(=O)Nc1cccc(-c2csc(Nc3ccc(C)cn3)n2)c1
-0.8%,CCS(=O)(=O)N1Cc2ccccc2CC1C(=O)Nc1nc2ccc(F)cc2s1 (stereo not given)
9.3%,COC(=O)C1SCC2C(=O)N(Cc3ccc(Cl)cc3)CC(=O)N21 (stereo not given)
0.6%[57.5 µM],CCS(=O)(=O)Nc1cc(OC)c(OC)cc1Cc1nccc2cc(OC)c(OC)cc12
-11.0%,O=C(O)[C@@H]1CCCN1C(=O)c1ccco1
-4.2%,COc1cccc(Nc2nnc(SCN3C(=O)c4ccccc4C3=O)s2)c1
-4.6%,CCCC(C)C(=O)Nc1ccc(S(N)(=O)=O)cc1 (stereo not given)
-10.4%,COc1ccc(N(CC(=O)Nc2cccc([N+](=O)[O-])c2C)S(C)(=O)=O)cc1OC
4.2%,CCOC(=O)c1c(NC(=O)/C=C\C(=O)O)sc(C)c1-c1ccccc1
4.5%[57.5 µM],Cc1cc(S(=O)(=O)Nc2c(C)nc3nc[nH]n3c2=O)ccc1F
5.7%,COc1ccc(NS(=O)(=O)c2ccc(NC(=S)NC(=O)c3ccc(F)cc3)cc2)nn1
?,Cc1ccc2cc3c(nc2c1)N(c1ccccc1)CC3
4.4%,Cc1cccc(-n2cc(CN3CCN(C(=O)c4ncn[nH]4)CC3)c(-c3cccc(F)c3)n2)c1
-10.6%,CC1(C)CC(=O)c2ccc(O)cc2O1
2.1%,Cc1ccc(S(=O)(=O)N2CCCCC2)cc1NC(=O)Cn1ccsc1=N
3.6%,CC(C)OC(=O)/C(=C\c1cccc2ccccc12)NC(=O)c1ccccc1
3.2%,Cc1ccccc1NS(=O)(=O)CCCCC(Cl)(Cl)Cl
0.6%[57.5 µM],Cc1ccc(/C=N/NC(=O)c2n[nH]c3c2CCCC3)cc1
6.9%,COc1cc(C(=O)NCC(=O)N/N=C/c2ccccn2)cc(OC)c1OC
-3.9%,COc1ccc(C(=O)NC(=S)NNC(=O)c2cnccn2)cc1OC
6.2%[57.5 µM],COc1ccc(CCn2c(C(C)C)nc3oc4ccccc4c(=O)c3c2=O)cc1
-1.5%,CC(C)CCNC(=O)CSc1nc2ccccc2s1
8.3%,CC(C)NC(=S)Nc1ccc2nc3n(c(=O)c2c1)CCCCC3
5.9%,Cc1cc(/C=C2/NC(=O)N(c3ccccc3)C2=O)c(C)n1-c1cccnc1
-2.8%,CC(C)(C)SCCNC(=O)CN(c1ccccc1)S(=O)(=O)c1ccccc1
0.1%[57.5 µM],CNC(=S)N/N=C/c1ccccc1OCC(=O)O
-11.3%,O=C(CN(CCc1ccccc1)C(=O)c1csnn1)NC1CCCC1
9.0%[57.5 µM],Brc1ccc(CNc2nc3ccccc3n2CCN2CCCCC2)cc1
7.1%,COc1ccccc1NC(=S)N1CCC(c2nc3ccccc3o2)CC1
-15.3%[57.5 µM],O=C(N/N=C/C=C\c1cccc([N+](=O)[O-])c1)c1cccnc1
-15.0%,O=C(CC1C(=O)NCCN1Cc1ccc(-c2ccccc2)cc1)NCCc1ccccn1 (stereo not given)
1.8%,COC(=O)CCN(C(=O)c1ccc(N2CCCC2)c([N+](=O)[O-])c1)c1ccccn1
1.4%,Cc1ccnc(N2CCC(C(=O)NNC(=O)COc3cccc4ccccc34)CC2)n1
5.9%,CC(C)c1cc(CN2CCN(C3CCCC3)C(CCO)C2)[nH]n1 (stereo not given)
11.0%,Cc1ccc(S(N)(=O)=O)c(C)c1N1CCCC1=O
-5.8%[57.5 µM],C=C(C)Cn1cnc2c(oc3nc4c(cc32)CCCC4)c1=O
